Compound activity deposited in PubChem BioAssay by National Center for Advancing Translational Sciences (NCATS).
Lipid storage S3 – qHTS Assay for Lipid Storage Modulators in Drosophila S3 Cells; Drosophila S3 cells, BODIPY lipid droplet fluorescence, 18-24 h; cells fed with added oleic acid; Potency in µM for hits, for the others lipid storage change, negative = inhibition, % at the top dose, mostly 46.1 µM; 0.64% of 320,000 active; AID 2685, 2010; active means well fitted inhibition curve with a large enough effect in the signal ratio, with a control signal flat, not every such curve was filed as active; inconclusive means small, poorly fitted or top-dose-only effect, or effect the other way, or a change in a side signal; the % refers to the signal ratio
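Drosophila S3 cells got compounds at several concentrations plus oleic acid (400 uM solution). Laser-scanning cytometry with 488 nm excitation read lipid droplets at 500-530 nm and cells at 575-640 nm. Percent activity was relative to 20 uM Triacsin C.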
Lipid storage S3 cell count max – second read-out of Lipid storage S3, no call of its own (marks repeat the call); cell number change, %; measured here: cell count max response;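 cells counted by Cell Tracker Red CMTPX staining in the red channel; peak over a dose series mostly up to 46.1 µM; percent activity relative to internal control wells on each plate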
* hit, by the source's call; i = inactive; ? = inconclusive; · = not tested or not shown; [ ] = dose if it differs, or a comment. On the % scale 0 is the no-effect control and ±100 the full control effect; potency means the concentration at half of the fitted maximal effect. Not all compounds are listed. The share of hits here may be higher or lower than overall.

| molecule | Lipid storage S3 | Lipid storage S3 cell count max |
| --- | --- | --- |
| CC(C)(C)CN1CCNC(=O)C1CC(=O)NCCc1cnn(-c2ccccc2)c1 (configuration not stated) | 17.0% | 14.9 |
| O=C(COc1ccc2ccc(=O)oc2c1)Nc1ccc(CCO)cc1 | 25.3% | -7.0 |
| C=CCn1c(SCC(=O)Nc2cc(C)on2)nc2sc(CC)cc2c1=O | ? | · |
| C=C(Cl)COc1cc(C)cc2oc(=O)cc(CC)c12 | ? | · |
| Cc1ccc(CSc2nc3ccccc3c(=O)[nH]2)cc1 | 3.9% | 0.2 |
| CN(CC(=O)Nc1ccccc1C(F)(F)F)C(=O)Cc1ccc(S(=O)(=O)N2CCOCC2)s1 | ? | · |
| O=C(NCc1ccncc1)C1CCN(S(=O)(=O)Cc2ccccc2)CC1 | ? | · |
| CC(=O)Nc1ccc2c(COC(=O)[C@H](C)N3C(=O)C4CCCCC4C3=O)cc(=O)oc2c1 (some centres not stated) | -1.2% | 14.1 |
| COc1ccc2nc(Nc3nc4cc5c(cc4s3)OCCO5)sc2c1 | -10.7% | -2.0 |
| Cc1cccc(NC(=O)C(=O)NCCCc2ccccc2)c1 | ? | · |
| O=C(Nc1ccc(Cl)c(S(=O)(=O)N2CCCCC2)c1)c1ccco1 | 0.291µM* | 11.9* |
| CC(C)n1c(-c2cccs2)nc2ccccc21 | 10.6% | 11.1 |
| COC(=O)c1sc2ncn(N)c(=O)c2c1C | 10.8% | -9.0 |
| CCCc1n[nH]c2c1C(=O)C(C(=O)OC)C(C)(C)C2 (configuration not stated) | 21.8% | 5.5 |
| Cc1ccc(-c2cc(-c3ccccc3)nc(NN)n2)cc1 | ? | · |
| COC(=O)c1ccc(-n2c(C)cc(C(=O)COC(=O)CNS(=O)(=O)c3ccc(C)cc3)c2C)cc1 | ? | · |
| COc1cccc(-c2cc(C(=O)Nc3cc(C)on3)no2)c1 | 16.4% | 22.0 |
| CCc1cc(N2CCOCC2)cc2c1[nH]c1ccccc12 | ? | · |
| CS(=O)(=O)N1CCN(c2ccccc2NC(=O)C(c2ccccc2)c2ccccc2)CC1 | i | · |
| O=C(CSc1nnc(-c2cccnc2)n1-c1ccccc1)NCc1ccc2c(c1)OCO2 | ? | · |
| CC(C)CCNC(=O)C(=O)NCC1OCCCN1S(=O)(=O)c1cccs1 (configuration not stated) | -1.0% | 7.3 |
| C/C(=N\S(=O)(=O)c1ccc(C)cc1)Nc1cc(C(C)C)c(O)cc1C | 9.2% | 12.9 |
| COc1cccc2cc(C(=O)N3CCN(C(=O)c4ccco4)CC3)c(=O)oc12 | -12.2% | -16.8 |
| CC(C)N(C(=O)Cn1c(=O)oc2ccccc21)c1ccccc1 | -14.7% | 12.3 |
| CCOC(=O)c1c(NC(=O)CSc2nnc(-c3cccnc3)o2)sc(C(C)=O)c1C | ? | · |
| Cc1ccc(SCc2noc(C(=O)NC(C)C)c2C(=O)O)cc1C | -2.5% | 7.9 |
| COc1ccc(NC(=O)COC(=O)c2ccc(S(=O)(=O)N3CCCC3)cc2)cc1OC | ? | · |
| CCOc1c2ccc(C(=O)NCc3ccc(OC(F)(F)F)cc3)cc2nn1C | -10.4% | -14.1 |
| Cc1ccc(NC(=O)c2sc3nc[nH]c(=O)c3c2C)c(C)c1 | ? | · |
| O=C(NP(=O)(N1CCCC1)N1CCCC1)C1=C(N2CCOCC2)/C(=C/c2cccc([N+](=O)[O-])c2)CC1 | 19.1% | · |
| O=C(CNC(=O)c1cccs1)OCc1ccc(Cl)cc1 | ? | · |
| CCCNC(=O)COC(=O)c1[nH]c(C)c(C(=O)OCC)c1C | ? | · |
| Cc1ccccc1NC(=O)CC1c2ccccc2CC(C)(C)N1C (configuration not stated) | ? | · |
| COc1ccc(CNC(=O)c2ccc(N3CCCC3=O)cc2)cc1 | 25.4% | 23.1 |
| COCCNC(=O)c1cccc(OC2CCN(Cc3ccc(Cl)c(F)c3)CC2)c1 | 7.8% | 5.7 |
| COc1ccc(NC(=S)NCCc2c(C)[nH]c3ccc(OC)cc23)cc1 | 2.0% | -13.2 |
| CC(C)COC(=O)c1cc(-c2ccc(/C=N/n3cnnc3)o2)ccc1Cl | ? | · |
| CCn1cc(C(=O)NCCCN2CCC(C)CC2)c(=O)c2cc(S(=O)(=O)N(C)C3CCCCC3)ccc21 | ? | · |
| CC(C)Oc1ccc(C2CC(=O)N(c3ccccc3)C2=O)cc1 (configuration not stated) | ? | · |
| CCCNc1nc2c(c(=O)[nH]c(=O)n2C)n1CCC(C)C | 17.3%[9.22 µM] | 10.7 |

18 compounds already listed, ordered by SMILES length, low to high:
| molecule | Lipid storage S3 | Lipid storage S3 cell count max |
| --- | --- | --- |
| O=C(CNC(=O)c1cccs1)OCc1ccc(Cl)cc1 | ? | · |
| CCc1cc(N2CCOCC2)cc2c1[nH]c1ccccc12 | ? | · |
| Cc1ccccc1NC(=O)CC1c2ccccc2CC(C)(C)N1C (configuration not stated) | ? | · |
| COc1cccc(-c2cc(C(=O)Nc3cc(C)on3)no2)c1 | 16.4% | 22.0 |
| CC(C)Oc1ccc(C2CC(=O)N(c3ccccc3)C2=O)cc1 (configuration not stated) | ? | · |
| CCCNC(=O)COC(=O)c1[nH]c(C)c(C(=O)OCC)c1C | ? | · |
| Cc1ccc(NC(=O)c2sc3nc[nH]c(=O)c3c2C)c(C)c1 | ? | · |
| COc1ccc(NC(=S)NCCc2c(C)[nH]c3ccc(OC)cc23)cc1 | 2.0% | -13.2 |
| CCOc1c2ccc(C(=O)NCc3ccc(OC(F)(F)F)cc3)cc2nn1C | -10.4% | -14.1 |
| CC(C)COC(=O)c1cc(-c2ccc(/C=N/n3cnnc3)o2)ccc1Cl | ? | · |
| COCCNC(=O)c1cccc(OC2CCN(Cc3ccc(Cl)c(F)c3)CC2)c1 | 7.8% | 5.7 |
| C/C(=N\S(=O)(=O)c1ccc(C)cc1)Nc1cc(C(C)C)c(O)cc1C | 9.2% | 12.9 |
| COc1cccc2cc(C(=O)N3CCN(C(=O)c4ccco4)CC3)c(=O)oc12 | -12.2% | -16.8 |
| O=C(CSc1nnc(-c2cccnc2)n1-c1ccccc1)NCc1ccc2c(c1)OCO2 | ? | · |
| CCOC(=O)c1c(NC(=O)CSc2nnc(-c3cccnc3)o2)sc(C(C)=O)c1C | ? | · |
| COc1ccc(NC(=O)COC(=O)c2ccc(S(=O)(=O)N3CCCC3)cc2)cc1OC | ? | · |
| COC(=O)c1ccc(-n2c(C)cc(C(=O)COC(=O)CNS(=O)(=O)c3ccc(C)cc3)c2C)cc1 | ? | · |
| O=C(NP(=O)(N1CCCC1)N1CCCC1)C1=C(N2CCOCC2)/C(=C/c2cccc([N+](=O)[O-])c2)CC1 | 19.1% | · |

The list goes on.
| molecule | Lipid storage S3 | Lipid storage S3 cell count max |
| --- | --- | --- |
| Cc1ccc(S(=O)(=O)n2cc(-c3ccccc3)c(N)n2)cc1 | ? | · |
| Cc1ccc(C)c(-c2cc(C(=O)NNC(=S)NCC(C)C)c3ccccc3n2)c1 | -0.4% | 6.1 |
| O=C(Nc1cccc(S(=O)(=O)N2CCOCC2)c1)C1COc2ccccc2O1 (configuration not stated) | 15.3%[0.0737 µM] | -30.0 |
| COc1cccc(-n2c(SCC(=O)N3CCCCC3)nc3c([nH]c4ccccc43)c2=O)c1 | 0.3% | 6.5 |
| CC(C)[C@H](N)c1cn([C@@H](CC(N)=O)C(=O)N2CCNCC2)nn1 | 7.4% | 10.0 |
| COc1cc(C(=O)NCc2ccccc2)cc(Br)c1OC | ? | · |
| C/C(=N/NC(=O)CNC(=O)c1ccncc1)c1ccco1 | ? | · |
| COC(=O)c1c(C(=O)OC)c2n(c1C)Cc1ccccc1C2 | 14.3% | -11.7 |
| CCN1CSC(=S)N(Cc2ccc(OC)cc2)C1 | -0.9% | 0.6 |
| Cc1nc(NC2=NCN(CCc3ccccc3)CN2)nc2ccccc12 | i | 13.1 |
| CC(C)[N+]1=C2C=CC=CC=C2SC12C([N+](=O)[O-])=CC(=[N+]([O-])[O-])C=C2[N+](=O)[O-] (configuration not stated) | -0.7% | -7.0 |
| CC12CCC(=O)N1C(C(=O)Nc1ccc(F)cc1)CS2 (configuration not stated) | 10.9% | 27.6 |
| CCN(CC)CCn1c(NCc2cccc(OC)c2)nc2ccccc21 | ? | · |
| O=C(CCNC(=O)c1ccc(Br)o1)NCc1ccc(Cl)cc1 | 6.2% | 0.2 |
| CCOc1ccccc1NC(=O)c1nc(S(=O)(=O)Cc2cccc(C)c2)ncc1Cl | ? | · |
| O=C(COc1ccccc1)Nc1nc2c(s1)CCCC2 | -15.4% | 2.8 |
| CCN1CCN(C(=S)Nc2ccc(Cl)cc2Cl)CC1 | ? | · |
| C/C(=N\Nc1cc(Cl)nc(C)n1)c1ccc(Cl)c(Cl)c1 | ? | · |
| Cc1cc(Cl)ccc1NC(=S)NCc1ccc(Cl)cc1 | ? | · |
| CC(=O)c1sc2c(c1N)c(=O)[nH]c(=O)n2-c1ccccc1 | ? | · |
| COc1ccccc1C1SCCN1S(=O)(=O)c1cccc(C(F)(F)F)c1 (configuration not stated) | i | 5.1 |
| O=C(Cc1ccc(NS(=O)(=O)c2ccc(Cl)c(Cl)c2)cc1)NCCN1CCOCC1 | i | · |
| COc1ccc(N(CCCN2C(=O)c3cccc4cccc(c34)C2=O)C(=O)c2cccs2)cc1 | ? | · |
| CC(Sc1nnnn1-c1ccccc1)C(=O)NC1CCCC1 (configuration not stated) | ? | · |
| Cc1cccc(Cn2c(NCC(C)O)nc3c2c(=O)n(C)c(=O)n3C)c1 (configuration not stated) | ? | · |
| Cc1cc(-c2ccccc2)n2ncc(-c3ccccc3)c2n1 | 18.3% | · |
| S=C1NC2=C(CCCC2)C2(CCCCC2)N1 | 3.7% | 0.9 |
| COc1ccc(CNCc2ccncc2)cc1OC | ? | · |
| CCOC(=O)C1CCCC(NS(=O)(=O)c2ccc(NC(C)=O)cc2)C1 (configuration not stated) | i | 18.3 |
| O=C(c1cccc(S(=O)(=O)N2CCOCC2)c1)N1CCC(Cc2ccccc2)CC1 | ? | · |
| CCOc1cc(C)ccc1OCc1nnc(SCC(=O)Nc2cccc(C(=O)O)c2)n1-c1ccccc1 | ? | · |
| CCOC(=O)c1nnsc1Nc1ccc(C)c(C)c1 | 1.6% | -1.3 |
| CCc1cccc(C)c1NC(=O)CN1C(=O)c2ccccc2S1(=O)=O | ? | · |
| O=C(CCc1ccccc1)Nc1ccc(S(=O)(=O)N2CCOCC2)cc1 | 14.9% | 6.5 |
| CN1/C(=C/C(=O)c2nc(S(C)(=O)=O)ncc2Cl)C(C)(C)c2ccccc21 | ? | · |
| COC(=O)CSc1nc2[nH]ncc2c(=O)[nH]1 | ? | · |
| CCOC(=O)C1=C(C)OC(N)=C(C#N)C1c1cc(SCC)oc1C (configuration not stated) | ? | · |
| CN(Cc1ccc(F)cc1)C(=O)c1cc(S(=O)(=O)N2CCCCC2)ccc1N1CCOCC1 | ? | · |
| O=[N+]([O-])c1ccc(F)cc1OCc1nc(-c2cccs2)no1 | ? | · |
| CN(CC(=O)Nc1ccccc1Cl)C1CCCCC1 | ? | · |
| c1ccc(N2CCN(c3ncnc4scc(-c5cccs5)c34)CC2)cc1 | i | · |
| CCOc1ccc(-c2cc(C(=O)NCCCN3CCCC3)c3ccccc3n2)cc1 | i | 13.9 |
| CCC(=O)OCc1c(C(F)(F)F)nn(C)c1Sc1ccc(F)cc1 | 9.0% | 2.3 |
| O=S(=O)(c1ccc(SCc2ccccc2)nc1)N1CCCCC1 | ? | · |
| O=C(NCCCN1CCOCC1)c1cc2c(s1)CCCC2 | 9.4% | -1.5 |
| CCc1ccc(OCC(O)CN2CCC(CN3C(=O)c4cccc5cccc(c45)C3=O)CC2)cc1 (configuration not stated) | ? | · |
| C=CCNC(=S)/C(=C(/[O-])c1ccc([N+](=O)[O-])cc1)[n+]1ccccc1 | i | · |
| N/C(=N\OC(=O)CCCN1C(=O)c2ccccc2C1=O)c1ccccn1 | ? | · |
| COC(=O)/C(=C\Nc1cccc(Cl)c1C)c1ncc(C(F)(F)F)cc1Cl | ? | · |
| Cc1nc(SCC(=O)NCc2cccs2)nc(C)c1C | ? | · |
| Cc1ccc(C(=O)Oc2ccc(C(=S)N3CCOCC3)cc2)cc1 | 18.4% | 3.0 |
| Cc1ccc(-c2cc(C(=O)NNC(=O)c3csc(N4CCOCC4)n3)c3ccccc3n2)cc1 | 1.0% | 9.2 |
| COc1ccc(-c2c(C#N)c(SCc3c(C)noc3C)nc3c2C(=O)CC(C)(C)C3)cc1 | i | · |
| O=C(COc1ccc(F)cc1)Nc1nc2c(s1)CCCC2 | -12.1% | 10.1 |
| Cc1cccc(C)c1NC(=S)N(CCc1ccncc1)C(C)C | -5.7% | · |
| Cc1nn(-c2ccccc2)c(C)c1NC(=O)COc1ccc(Br)cc1Cl | 3.0% | -0.5 |

Filtered by structure, those above with a cyano group
| molecule | Lipid storage S3 | Lipid storage S3 cell count max |
| --- | --- | --- |
| CCOC(=O)C1=C(C)OC(N)=C(C#N)C1c1cc(SCC)oc1C (configuration not stated) | ? | · |
| COc1ccc(-c2c(C#N)c(SCc3c(C)noc3C)nc3c2C(=O)CC(C)(C)C3)cc1 | i | · |

(next part)
| molecule | Lipid storage S3 | Lipid storage S3 cell count max |
| --- | --- | --- |
| COc1ccc([N+](=O)[O-])cc1NC(=O)COC(=O)C=C(C)C | 13.4% | 3.1 |
| COc1ccc2c(=O)c(-c3ccccc3C)c(C)oc2c1 | ? | · |
| COc1ccc2[nH]c(=O)c(CN(CCO)S(=O)(=O)c3ccc4c(c3)OCCO4)cc2c1 | i | · |
| O=C(CSc1nnc2ccc(-c3cccnc3)nn12)Nc1ccccc1F | i | -2.3 |
| Cc1c(Br)cc(C(=O)NCc2ccco2)c(C)c1C | ? | · |
